# Vif-APOBEC3F blk: Vif-A3F binding inhibition; HeLa A3F-eYFP + Vif (tagged APOBEC3F with the HIV-1 protein that degrades it), YFP fluorescence increase; Potency, µM (series often up to 46.1 µM), for the others: at the top dose activity, negative = active; 390,000 compounds, 0.2% hits; further: potency means the concentration at half of the fitted maximal effect; % of control where 0% means no effect; nearly all actives have a fitted effect of over 65% in size
#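 HeLa cells stably expressing A3F-eYFP plus Vif, plated and incubated overnight at 37 deg C, then exposed to compounds overnight at 37 deg C. Blocked degradation read as raised yellow fluorescence (Ex 488/Em 500-530).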
# Glioma ERSR ind: ER stress response induction in glioma; AID 602332; 420,000 compounds, 0.02% hits; U87-MG GRP78 promoter luciferase reporter, 16 h; Potency, µM, for inactives: at the highest dose activation, actives largely listed as activators; further: potency means the concentration at half of the fitted maximal effect; series mostly up to about 76 µM; % of control where 0% means no effect; nearly all actives have a fitted effect of over 35% in size
#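 ERSR induction read as luciferase luminescence (Bright-Glo, 10 min at room temperature) in stably transfected human U87-MG glioma cells exposed to compounds for 16 h, using GRP78 as sensor.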
# D1 potentiator: enhances dopamine response at the human D1 receptor; P21728; HEK293 TREx D1 cells, calcium flux, dopamine EC20 potentiation; potentiation, % at 10 µM; 360,000 compounds, 0.036% hits; AID 504651; in the data active means potentiation above about 30%; further: 0% is about no effect
# Target sequence (P21728 whole entry, looked up): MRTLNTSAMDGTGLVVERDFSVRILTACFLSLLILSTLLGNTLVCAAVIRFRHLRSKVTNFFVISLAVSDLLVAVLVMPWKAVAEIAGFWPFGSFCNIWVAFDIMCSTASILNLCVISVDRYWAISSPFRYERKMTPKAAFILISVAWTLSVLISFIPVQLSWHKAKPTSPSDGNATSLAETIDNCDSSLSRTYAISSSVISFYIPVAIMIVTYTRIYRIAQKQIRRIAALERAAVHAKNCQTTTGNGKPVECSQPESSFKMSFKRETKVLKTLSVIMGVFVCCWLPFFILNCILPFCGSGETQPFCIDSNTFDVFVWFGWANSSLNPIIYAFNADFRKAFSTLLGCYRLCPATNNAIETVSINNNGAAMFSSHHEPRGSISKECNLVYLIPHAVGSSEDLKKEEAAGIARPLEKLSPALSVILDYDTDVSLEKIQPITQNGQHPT
# D1 agonist: activates the human D1 dopamine receptor. P21728. HEK293 T-REx D1 cells, calcium flux, agonist mode. activation, % at 2 µM. 360,000 compounds, 1% hits. AID 504660; in the data active means activation above about 30%; further: 0% is about no effect
#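 Tetracycline-induced HEK293 TREx D1 cells, force-coupled to calcium signalling, were dye-loaded with a no-wash calcium kit. Compound was pin-added after a 10 s baseline. Fluorescence was read kinetically at 1 cycle/s for 180 s, with calcium rises flagged as agonism.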
# Vif-APOBEC3G blk: blocks the Vif interaction with human APOBEC3G; HeLa A3G-eYFP + Vif (tagged APOBEC3G with the HIV-1 protein that degrades it), YFP fluorescence, overnight; Potency, µM (highest dose often 46.1 µM), for the others: at the highest dose activity, negative = active, hits mostly inhibitors; 410,000 compounds, 0.076% hits;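 further: potency means the concentration at half of the fitted maximal effect; on the % scale 0 is the no-effect control and ±100 the full control effect; nearly all actives have a fitted effect of over 60% in size; hits raise eYFP signal because A3G escapes Vif-driven loss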
# Target sequence (Q9HC16 whole entry, looked up): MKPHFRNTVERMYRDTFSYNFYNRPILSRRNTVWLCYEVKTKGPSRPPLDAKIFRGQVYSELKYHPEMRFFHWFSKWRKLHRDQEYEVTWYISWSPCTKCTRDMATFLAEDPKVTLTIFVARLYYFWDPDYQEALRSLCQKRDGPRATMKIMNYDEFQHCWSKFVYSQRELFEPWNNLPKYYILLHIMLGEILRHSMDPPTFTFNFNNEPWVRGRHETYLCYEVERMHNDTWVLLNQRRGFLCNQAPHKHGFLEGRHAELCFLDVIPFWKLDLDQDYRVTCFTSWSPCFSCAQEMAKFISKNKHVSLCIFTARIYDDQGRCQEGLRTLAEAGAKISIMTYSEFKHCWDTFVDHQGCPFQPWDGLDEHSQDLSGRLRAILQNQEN
#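 Read-out is eYFP fluorescence (Ex 488/Em 500-530) from Vif-expressing HeLa A3G-eYFP cells; more signal means A3G escaped Vif-mediated degradation. Cells plated overnight, compound pinned in, incubated overnight at 37 deg C.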
# LDHA block: inhibitors of human lactate dehydrogenase A; P00338; purified LDHA, NADH/diaphorase-resazurin fluorescence; active compounds read low; activity change, % (values are at about 110 or 230 µM); 480,000 compounds, 0.15% hits; in the data active means activity change below about -30%; inconclusive means mostly about -25% to -30%;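 further: plate controls were DMSO wells for no effect and wells without enzyme for full effect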
#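 Enzyme activity of human lactate dehydrogenase 5 (2 nM; 0.06 mM NADH, 0.2 mM pyruvate, 5 min, RT) is measured via a resazurin/diaphorase fluorescence readout of residual NADH.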
# D2 potentiator: positive allosteric modulators of human D2 dopamine receptor; 340,000 compounds, 0.34% hits; HEK293 T-REx D2, calcium flux, EC20 dopamine potentiation; potentiation, % at 10 µM; P14416; AID 485347;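 active means potentiation over 3 SD above the plate norm, cut at about 30% in these data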; further: 0% is about no effect
#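 Tetracycline-induced HEK293 T-REx cells force-coupled to calcium signalling expressed D2; compounds were pin-added after a 10 s baseline, read kinetically 180 s, then an EC20 dopamine challenge followed with a further 180 s calcium read.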
# RXFP1 ag: agonists of human relaxin receptor RXFP1. Q9HBX9. HEK293T-RXFP1 cAMP TR-FRET, 30 min; response scale: percent of porcine relaxin response, buffer zero. Potency, µM (highest dose often 57.5 µM), inactives show at the top dose activation, actives largely listed as activators. 370,000 compounds, 0.3% hits; further: potency means the concentration at half of the fitted maximal effect; on the % scale 0 is the no-effect control and ±100 the full control effect; nearly all actives have a fitted effect of over 60% in size; many of its hits are not listed in these tables
#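 cAMP rise read by TR-FRET after 30 min, 37C compound exposure (up to 58 uM) in RXFP1-transfected HEK293 cells with Ro 20174 present. EC50 from Hill-equation fits, with 29 nM porcine relaxin as 100% and buffer as basal.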
# D1 antagonist: human D1 dopamine receptor antagonism. HEK293 TREx D1 cells, calcium flux, dopamine EC80; active compounds read low. P21728. 360,000 compounds, 3.2% hits. activity change, negative = inhibition, % at 10 µM. AID 504652; in the data active means activity change below about -30%; further: on the % scale 0 is the no-effect control and ±100 the full control effect
#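 Antagonism measured as reduced calcium response to an EC80 dopamine addition following 180 s compound pre-read; cells were inducible HEK293 Trex D1 plated overnight at 30 C, read kinetically at 1 cycle/sec.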
# An asterisk follows results filed as active; ? = inconclusive; . = not tested or not shown; & = joins results of further samples. Unless noted, the call rests on the fitted dose curve; in most records, active means well fitted curve in the direction sought with a large enough effect; inconclusive means small, poorly fitted or top-dose-only effect, or another doubt; inactive means no such curve, though single readings can be large; an effect the other way counts as inactive or inconclusive.
SMILES,Vif-APOBEC3F blk,Glioma ERSR ind,D1 potentiator,D1 agonist,Vif-APOBEC3G blk,LDHA block,D2 potentiator,RXFP1 ag,D1 antagonist
N#Cc1ccccc1Cn1cc(/C=N/Nc2ccc([N+](=O)[O-])cn2)c2ccccc21,-14%,-1%,2,8,-5%,-3,.,4.5%,7
COc1ccc(-c2cc(C(=O)NCc3ccccc3)no2)cc1OC,2%,-3%,0,37*,0%,-4,9,0.3%,2
O=C(Nc1cccc(Cl)c1)N1CCc2ccccc2C1,2%,6%,-4,8,-10%,1,-8,2.1%,-11
Cc1ccc(S(=O)(=O)N2CCN(c3cnn(-c4ccccc4)c(=O)c3Cl)CC2)cc1,4%,-5%,-4,0,-3%,11&1,-1,8.9%,9
Cc1ccc(C(=O)Cn2cnc3ccccc3c2=O)cc1C,-12%,10%,-3,43*,0%,-3,3,2.5%,-17
O=C(c1ccc(F)cc1)N(Cc1cccs1)C1CCS(=O)(=O)C1 (stereo not given),1%,2%,1,2,2%,-8,9,-0.2%,-9
O=C(O)CSCC(=O)Nc1cc(C(F)(F)F)ccc1Cl,-2%,-2%,-5,0,2%,-6,3,-2.0%,6
Cc1c(Cl)ccc(S(=O)(=O)NCCN2CCOCC2)c1Cl,-5%,-2%,2,2,-2%,-1,-4,3.1%,-7
Cc1ccc(NC(=O)c2ccc(S(=O)(=O)N3CCCC3)cc2)cc1,3%,-1%,.,.,-5%,-1,.,.,.
Cc1nc2ccn(Cc3ccco3)c(=O)c2cc1C(=O)N1CCN(c2ccccc2F)CC1,-8%,-2%,2,0,0%,-10,-11,0.1%,-5
c1ccc(CNc2nc(NCc3ccco3)nc(N3CCOCC3)n2)cc1,-21%,-3%,-5,0,-17%,-2,-2,0.9%,-6
COc1cc(/C=C/C(=O)c2ccc3c(c2)OCO3)cc(Cl)c1O,?,20%,.,246*,13%,6,-5,-0.3%,-22
CCN1CCN(CCC(=O)Nc2cccc(OC)c2)CC1,-16%,-1%,2,4,-5%,6,13,1.5%,-2
COc1ccc(CCN(C)CCc2ccc(OC)c(OC)c2)cc1OC,0%,-6%&1%&-4%&-6%&-4%,.,.,2%,-7,.,.,.
COc1cccc(NC(=S)NCCc2ccccn2)c1,1%,1%,-1,-1,1%,-6,-12,1.7%,-13
Cc1nc(Nc2ccc(Cl)cc2)c2nnn(Cc3ccccc3)c2n1,-11%,-10%,-1,3,0%,-13,-8,6.3%,36
COc1ccc2cc(CNc3ccc(C)cc3)c(=O)n(CC(=O)Nc3cccc(Cl)c3C)c2c1,-5%,3%,3,3,-4%,12,-5,2.2%,10
Cc1nn2cc(-c3ccc(Cl)cc3)cnc2c1Br,1%,10%,-3,1,0%,-6,4,0.0%,19
Cc1ccc(COC(=O)CCc2nc3ccccc3c(=O)[nH]2)cc1,-6%,-4%,0,1,4%,-3,2,0.3%,3
COc1ccc(CNC(=O)CSc2nnc(C3CC3)n2C2CC2)cc1,4%,-5%,-5,1,0%,-2,5,-0.5%,-18

# Reprinted from the part before: four entries, followed by the next part.
SMILES,Vif-APOBEC3F blk,Glioma ERSR ind,D1 potentiator,D1 agonist,Vif-APOBEC3G blk,LDHA block,D2 potentiator,RXFP1 ag,D1 antagonist
COc1ccc2cc(CNc3ccc(C)cc3)c(=O)n(CC(=O)Nc3cccc(Cl)c3C)c2c1,-5%,3%,3,3,-4%,12,-5,2.2%,10
Cc1nn2cc(-c3ccc(Cl)cc3)cnc2c1Br,1%,10%,-3,1,0%,-6,4,0.0%,19
Cc1ccc(COC(=O)CCc2nc3ccccc3c(=O)[nH]2)cc1,-6%,-4%,0,1,4%,-3,2,0.3%,3
COc1ccc(CNC(=O)CSc2nnc(C3CC3)n2C2CC2)cc1,4%,-5%,-5,1,0%,-2,5,-0.5%,-18
Cc1ccc(NC(=O)c2ccco2)cc1,4%,-5%,.,.,-4%,-12,.,.,.
Cc1cccc(CSc2nc3cc(C(=O)NC4CCCC4)ccc3c(=O)n2Cc2ccccc2)c1,3%,-1%,-1,1,1%,-3,14,0.8%,12
O=C(CNC1CCCCC1)Nc1ccc(S(=O)(=O)N2CCCCC2)cc1,-16%,-8%,43*,153*,-3%,1,-28,0.4%,3
CCOC(=O)N/N=C/c1c(C)nn(-c2ccccc2Cl)c1Cl,-7%,5%,-4,2,-17%,1,-2,0.8%,-25
Cc1cccc(-c2noc(CNC(=O)c3ccc(C)cc3C)n2)c1,-1%,-5%,-3,15,2%,-6,-4,-3.5%,-29
CCCCC1=NN(C(=O)c2ccco2)C(O)(C(F)(F)F)C1 (stereo not given),?,0%,-3,1,?,5,-5,-0.2%,0
Cc1ccc2c(c1)nnn2C1CCN(CC(=O)NNC(=O)c2ccco2)CC1,-4%,-3%,5,0,1%,2,0,-1.5%,7
CCc1nnc(NC(=O)c2cccc(NC(=O)C(C)C)c2)s1,-3%,-2%,-1,3,0%,-3,21,2.8%,-3
COc1ccccc1-n1c(=S)sc2c(=O)n(Cc3ccco3)c(SC)nc21,-6%,0%,-3,6,-1%,-6,6,0.6%,-10
COc1cccc(-c2nc(CS(=O)CC(=O)NCc3ccccc3Cl)c(C)o2)c1 (stereo not given),0%,2%,.,15,0%,2,15,1.6%,24
O=S(=O)(c1ccc(C2CCCCC2)cc1)N1CCN(c2cc(Cl)ccc2Cl)CC1,1%,0%,-2,-1,2%,-2,.,0.2%,2
CC(OC(=O)/C=C/c1ccccc1)C(=O)Nc1ccc2c(c1)OCCO2 (stereo not given),1%,-1%,-7,0,0%,-2,-5,-0.7%,-10
C/C=C(\C)C(=O)NCCN1C2=NC[C@H](C(C)C)N2C[C@H]1Cc1ccc(O)cc1,3%,-3%,0,-3,-6%,1,6,-0.1%,7
CN1C(=O)C(CC(=O)NCCc2ccccc2)N(NC(=O)c2cccc(F)c2)C1=S (stereo not given),5%,-1%,10,-3,-1%,2,-6,6.4%,0
CCCCN(C)C(=O)CSc1nc(NCc2ccc(OC)cc2)c2ccccc2n1,-5%,-2%,3,0,-3%,-7,14,2.7%,6
O=C(O)C1SCCN1S(=O)(=O)c1ccc(N=NN2CCOCC2)cc1 (stereo not given),8%,-4%,-2,0,-1%,-4,4,0.6%,13
O=C(NCCCn1ccnc1)C(=O)NCC1OCCN1S(=O)(=O)c1cc(F)ccc1F (stereo not given),2%,-5%,5,1,-1%,-8,-15,0.0%,1
Cn1c(=O)[nH]c(=O)c2c1nc1n2CC(COc2ccc3ccccc3c2)O1 (stereo not given),-1%,-3%,-6,4,3%,-10,-3,4.6%,-24
COc1ccc(-c2nc(SCC(=O)N3CCC(C)CC3)n[nH]2)cc1,6%,-2%,0,-2,2%,-3,11,-0.2%,2
Cc1ccc(NC(=O)CCC(=O)OCC(=O)c2ccc(Oc3ccc([N+](=O)[O-])cc3)cc2)c(C)c1,-17%,-2%,0,3,0%,-12,10,4.9%,-26
c1ccc(C2=Nn3c(Cn4nnc5ccccc54)nnc3SC2)cc1,5%,1%,-5,0,-4%,-6,2,21%,-7
Oc1cc(Nc2ccccc2)cc2cccnc12,7%,-2%,2,3,-25%,10,.,0.4%,-2
O=C(Nc1cccc(F)c1)Nc1c[nH]c(=O)[nH]c1=O,16%,-4%,1,1,6%,-5,-7,-0.3%,1
Cn1c(=O)cc(Nc2ccccc2)[nH]c1=O,4%,-2%,-3,3,0%,-4,4,0.6%,13
CSc1nc(C)c(C(=O)C[n+]2ccc(C)cc2)cc1C#N,-2%,-6%,-2,5,-5%,0,17,0.1%,9
CC(C)c1ccc(N(CC(=O)N2CCN(Cc3ccccc3)CC2)S(C)(=O)=O)cc1,13%,-3%,2,5,3%,-6,-3,-0.6%,-15
Cc1cc(C)nc(NC(=O)CSc2nc3ccccc3s2)n1,-8%,2%,4,0,0%,3,11,0.8%,4
CC1CCCC(NC(=O)Cn2c(Cl)nc3c2c(=O)n(C)c(=O)n3C)C1C (stereo not given),-1%,1%,.,.,1%,-12,.,.,.
CN1C(C(=O)NCCc2cccs2)CC2Cn3c(nc4ccccc43)C21 (stereo not given),-1%,-3%,-1,1,2%,4,10,8.3%,-5
COC(=O)c1ccccc1Oc1ccc(NC(=O)C(C)(C)CCl)cc1,-5%,-6%,-4,4,1%,-4,4,0.5%,11
Cc1nn(-c2ccc(F)cc2)c(-n2cccc2)c1C(=O)NCCCN1CCN(c2cccc(Cl)c2)CC1,-11%,-3%,-4,6,1%,2,-15,0.1%,-33*
O=[n+]1cc(-c2ccc(Cl)cc2)n([O-])c2c1CCCCC2,7%,-4%,3,4,-1%,2,-3,0.0%,-19
COc1cc2c(cc1OC)CN(C(=O)/C=C/c1ccc([N+](=O)[O-])cc1)CC2,2%,-4%,-6,4,-1%,-8,-2,0.1%,-19
CCOC(=O)C(=CNc1ccc(O)c(C(=O)OC)c1)C(=O)OCC,-5%,-4%,.,.,-4%,-3,.,.,.
COc1ccc(OCC(=O)Nc2ccc(S(=O)(=O)N3CCCC3)cc2)cc1,10%,-2%,0,6,0%,-2,-9,1.0%,-21
CSc1ccccc1NC(=O)c1cccnc1,0%,0%,-3,0,0%,-12,4,1.7%,-18
O=C(Nc1ccccc1Cl)NC1(C(=O)NCc2ccncc2)CCCCC1,3%,-1%,1,2,-1%,-5,8,-1.3%,-11
COc1ccc(-c2c3c(nc4sc(C(=O)Nc5ccccc5)c(N)c24)CCC3)cc1,-16%,-2%,.,.,-7%,-12,.,.,.
CSc1nnc(-c2ccccc2)c(=O)[nH]1,-5%,-6%,-2,-1,-6%,-8,4,0.0%,2
O=C(O)C1CCCCC1C(=O)Nc1ccc2c(c1)OCCO2 (stereo not given),-10%,-7%,0,4,0%,-3,-4,-0.7%,9
Cc1ccc(C(=O)COC(=O)CCNS(=O)(=O)c2ccccc2F)cc1,3%,0%,.,.,2%,1,.,.,.

# Compound activity: PubChem, National Center for Advancing Translational Sciences (NCATS)

# Not all compounds are listed; the hit share may differ from the screen's.
